hIAP activ: increases human intestinal alkaline phosphatase activity; purified human IAP, CDP-Star luminescence, 30 min; hits give high values; 1 = vehicle-only enzyme, 0 = enzyme-free background; P09923; activation factor at 10 µM; AID 2524; hit rate 0.16% among 330,000;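 active = activation factor of the enzyme at least 2-fold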; also: the source names both 10 and 20 µM as test concentration; values of inactives mirror those of a sister screen read the other way
Target sequence (P09923 whole entry, looked up): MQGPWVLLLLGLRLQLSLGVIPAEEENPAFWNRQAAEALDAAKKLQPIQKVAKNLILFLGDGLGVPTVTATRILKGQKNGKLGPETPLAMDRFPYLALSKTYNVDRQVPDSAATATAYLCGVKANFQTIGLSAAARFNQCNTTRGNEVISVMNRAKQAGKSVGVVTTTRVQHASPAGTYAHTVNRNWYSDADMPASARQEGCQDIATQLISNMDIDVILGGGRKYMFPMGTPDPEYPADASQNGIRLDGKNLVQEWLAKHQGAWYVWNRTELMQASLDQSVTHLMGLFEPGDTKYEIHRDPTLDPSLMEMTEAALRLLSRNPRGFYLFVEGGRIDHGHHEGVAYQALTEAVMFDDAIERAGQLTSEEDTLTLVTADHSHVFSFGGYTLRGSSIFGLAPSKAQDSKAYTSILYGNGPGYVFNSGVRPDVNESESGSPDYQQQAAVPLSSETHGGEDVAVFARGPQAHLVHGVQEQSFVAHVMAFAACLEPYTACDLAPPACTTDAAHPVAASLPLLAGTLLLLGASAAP
mIAP activ: increases mouse intestinal alkaline phosphatase activity | muIAP, CDP-Star luminescence, 30 min; hits give high values; 1 = vehicle-only enzyme signal, 0 = enzyme-free wells | AID 2805 | hit rate 0.24% among 330,000 | activation factor at 10 µM;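 active = activation factor of at least 2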; also: the source names both 10 and 20 µM as test concentration; values of inactives mirror those of a sister screen read the other way
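Assay system: mouse IAP enzyme; Reagent: CDP-Star chemiluminescent phosphatase substrate; Compound: DMSO-dissolved test compounds; Incubation: 30 min, room temperature; Technique: luminescence from enzymatic CDP-Star hydrolysis; Controls: DMSO-only wells and no-enzyme negative control.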
A3A deaminase: blocks human APOBEC3A ssDNA deamination. AID 493011. inhibition, % at 20 µM. P31941. hit rate 0.41% among 330,000. recombinant A3A, FAM/TAMRA ssDNA deamination fluorescence;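 active = at least 40% inhibition at 20 µM here, with at most 30% in a related deaminase screen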;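 also: plate controls were A3A with DMSO for no effect and wells lacking A3A enzyme for full effect; some results filed as inactive read as strong as hits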
Target sequence (P31941 whole entry, looked up): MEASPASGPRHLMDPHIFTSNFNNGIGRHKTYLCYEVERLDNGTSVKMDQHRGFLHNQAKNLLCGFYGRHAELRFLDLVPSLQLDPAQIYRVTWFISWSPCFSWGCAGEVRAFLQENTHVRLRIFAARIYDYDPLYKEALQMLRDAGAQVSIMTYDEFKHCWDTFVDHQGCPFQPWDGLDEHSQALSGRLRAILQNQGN
MIN6 prolif: inducers of beta-cell replication in MIN6 cells | hit rate 0.29% among 330,000 | proliferation, % at 10 µM | MIN6 cells proliferation, ATPlite luminescence, 48 h; cells starved in 0.2% serum; 100% = growth in 10% serum;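 active = compounds whose signal lies at least 3.5 SD above the mean of all wells on their plate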;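 also: 0% = DMSO-treated cells in low-serum medium and 100% = 10% serum control; some compounds called inactive have numbers as strong as hits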
SENP1 inh: blocks the human SENP1 SUMO protease catalytic domain; AID 624204; recombinant SENP1 catalytic domain, CyPet-SUMO1-YPet FRET cleavage; inhibition, % at 10 µM; hit rate 0.21% among 360,000; Q9P0U3;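 active = inhibition at least 30% at 10 µM, raw YFP signal under a set limit, fluorescence ratio 0.5 to 1.5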;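 also: 0% = enzyme with DMSO and 100% = no enzyme wells; some results filed as inactive read as strong as hits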
Target sequence (Q9P0U3 419-644 limits assumed): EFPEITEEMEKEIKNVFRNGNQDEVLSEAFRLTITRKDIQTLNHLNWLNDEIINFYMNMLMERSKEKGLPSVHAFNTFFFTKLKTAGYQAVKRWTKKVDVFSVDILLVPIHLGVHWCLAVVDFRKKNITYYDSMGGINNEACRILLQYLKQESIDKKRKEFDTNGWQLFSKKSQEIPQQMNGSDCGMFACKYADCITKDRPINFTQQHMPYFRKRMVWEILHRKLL
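Material: hSENP1 catalytic domain, recombinant; medium: Tris pH 8 with BME, BSA, NP40 and catalase; compound: single concentration of 10 µM compound, 0.5% DMSO final; technique: FRET read of cyan and yellow fluorescence; timing: 50 min enzyme reaction, room temperature, light-protected; reagent: SFCypet-SUMO1-SFYpet substrate at 25 nM; control set: no-enzyme low, enzyme-DMSO high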
hIAP block: human IAP inhibition; purified IAP, CDP-Star luminescence, 30 min; inhibition, % at 10 µM; hit rate 0.12% among 330,000;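 active = inhibition reaching a set limit with compound at 10 µM in the primary screen, cut at about 35% in these data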;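 also: plate controls were DMSO wells with enzyme for no effect and no-enzyme buffer wells for full effect; values of inactives mirror those of a sister screen read the other way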
mIAP block: mouse IAP inhibition; inhibition, % at 10 µM; purified mouse IAP, CDP-Star luminescence, 30 min; hit rate 0.2% among 330,000;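 active = inhibition of at least 40% at 10 µM in the primary screen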;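 also: plate controls were DMSO with enzyme for no effect and no enzyme wells for full effect; values of inactives mirror those of a sister screen read the other way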
NLRP3 yeast inh: NALP3 inhibition in yeast; hit rate 0.39% among 330,000; AID 2825; Yeast reconstituted NLRP3/ASC/caspase-1, beta-gal luminescence, 24 h; inhibition, % at 10 µM;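 active = inhibition of 50% or more; inactive = inhibition below 50%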;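 also: plate controls were induced DMSO wells for no effect and uninduced yeast grown without galactose for full effect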
APOBEC3G inh: blocks human APOBEC3G single-stranded DNA deamination; recombinant A3G, ssDNA deamination FAM/TAMRA fluorescence; inhibition, % at 20 µM; hit rate 0.28% among 330,000; AID 493012;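 active = inhibition of at least 40% at 20 µM, with no more than 30% in the related APOBEC3A deaminase screen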;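 also: plate controls were DMSO wells with A3G for no effect and wells lacking A3G enzyme for full effect; some compounds called inactive have numbers as strong as hits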
* hit, by the source's call; nt = not tested or not shown.

Screens in order – hIAP activ | mIAP activ | A3A deaminase | MIN6 prolif | SENP1 inh | hIAP block | mIAP block | NLRP3 yeast inh | APOBEC3G inh
> COc1cccc(N(CC(=O)N2CCN(C)CC2)S(=O)(=O)c2ccccc2)c1
    0.98 | 1.1 | -1 | 0 | -1 | 2 | -10 | -7 | -4
> CCn1c(SCC(=O)N2CCCc3ccccc32)nnc1-c1ccoc1C
    0.97 | 0.94 | -1 | 2 | 1 | 3 | 6 | 10 | -1
> COc1ccc(NS(=O)(=O)c2cccc(C(=O)NNC(=O)CNC(=O)c3ccc(C)cc3)c2)cc1
    1.1 | 0.93 | -13 | 3 | 2 | -13 | 7 | 9 | -11
> CCOC(=O)C1(Cc2ccccc2C)CCCN(C(=O)c2ccoc2)C1 (configuration not stated)
    1.2 | 1.1 | -7 | 4 | 1 | -16 | -5 | 7 | -4
> CC(=O)c1c(C)[nH]c(C(=O)C(C)Sc2nnc(NC3CC3)s2)c1C (configuration not stated)
    0.85 | 1 | 3 | -5 | 2 | 14 | -1 | 10 | -12
> COc1ccc(N2C(=O)CSC2c2ccc(F)c(F)c2)cc1 (configuration not stated)
    0.92 | 0.93 | -5 | 4 | 3 | 8 | 7 | 4 | -10
> CCOC(=O)CSc1n[nH]c(-c2cccnc2)n1
    0.78 | 1.2 | -5 | 0 | 2 | 22 | -17 | 6 | -6
> Oc1cccc(/C=N/n2c(C3CCCCC3)n[nH]c2=S)c1
    0.84 | 0.98 | 0 | 1 | 2 | 16 | 2 | 23 | 12
> O=C(O)c1ccc(CNC(=O)c2ccc(C(F)(F)F)cc2)cc1
    1.1 | 0.9 | -5 | -2 | 1 | -12 | 10 | 13 | -4
> O=S1(=O)C=CC(Nc2ccccc2)C1 (configuration not stated)
    1 | 1.1 | -3 | 0 | -1 | -1 | -7 | -2 | -6
> Cc1onc(-c2ccccc2Cl)c1C(=O)OCC(=O)c1c(N)n(C)c(=O)n(C)c1=O
    0.87 | 0.89 | 0 | -2 | -2 | 13 | 11 | 3 | -6
> COc1cc(/C=C2\C(=N)N3N=C(S(C)(=O)=O)SC3=NC2=O)ccc1OCCOc1ccc(C)cc1
    1.2 | 0.91 | 0 | -4 | -9 | -16 | 9 | 26 | -3
> Cc1cc(C(=O)N2CCCC(N3CCN(Cc4ccc5c(c4)OCO5)CC3)C2)n[nH]1 (configuration not stated)
    1.4 | 1 | -4 | 6 | 1 | -37 | -3 | -6 | -4
> Cc1ccccc1-c1nnn(CC(=O)Nc2ccc3c(c2)OCO3)n1
    0.94 | 0.99 | -2 | -2 | 2 | 6 | 0 | 13 | -3
> CC1CCN(C(=O)c2ccc(N3C(=O)C4CCC(C)CC4C3=O)cc2)CC1 (configuration not stated)
    0.95 | 1.1 | -6 | -2 | -1 | 4 | -5 | 11 | -2

Profiles, looked up by structure. Values in the order: hIAP activ	mIAP activ	A3A deaminase	MIN6 prolif	SENP1 inh	hIAP block	mIAP block	NLRP3 yeast inh	APOBEC3G inh
Profile of CCOC(=O)C1(Cc2ccccc2C)CCCN(C(=O)c2ccoc2)C1 (configuration not stated) → 1.2	1.1	-7	4	1	-16	-5	7	-4
Profile of COc1ccc(NS(=O)(=O)c2cccc(C(=O)NNC(=O)CNC(=O)c3ccc(C)cc3)c2)cc1 → 1.1	0.93	-13	3	2	-13	7	9	-11

Going on with the list:
Screens in order – hIAP activ | mIAP activ | A3A deaminase | MIN6 prolif | SENP1 inh | hIAP block | mIAP block | NLRP3 yeast inh | APOBEC3G inh
> O=C(C1CC1)N1CCc2cc(Br)cc(S(=O)(=O)NCc3ccco3)c21
    0.89 | 0.97 | 1 | 2 | 0 | 11 | 3 | 0 | -3
> Cc1cc(C(=O)OCC(=O)N2CC(C)OC(C)C2)c(C)n1-c1ccccc1 (configuration not stated)
    0.78 | 0.99 | -4 | -3 | 0 | 22 | 1 | 8 | -6
> CC1CCCN(C(=O)CNC(=O)Cn2ccc3ccccc3c2=O)C1 (configuration not stated)
    1 | 0.97 | -2 | -2 | -1 | 0 | 3 | 1 | -7
> O=C(CCc1nc2ccccc2c(=O)[nH]1)OCc1ccc(Cl)cc1Cl
    0.88 | 0.8 | -2 | 0 | 2 | 12 | 20 | 14 | -2
> CN(Cc1ccc(Cl)cc1)C(=O)CCl
    0.93 | 1.1 | -5 | -6 | 2 | 7 | -15 | 13 | -9
> Cc1nnc(N/N=C/c2cccs2)[nH]c1=O
    0.97 | 0.95 | 0 | -1 | 1 | 3 | 5 | 1 | -2
> CCOCCCNC(=O)c1cc2sc(Cl)cc2n1CC
    0.98 | 1 | 5 | -2 | -1 | 2 | -3 | 37 | 2
> Cc1ccc(OCC(=O)Nc2nnc(-c3ccco3)s2)cc1
    1.1 | 0.92 | -3 | -3 | 0 | -8 | 8 | -11 | -4
> Cc1ccc(CN2CCN(C(=O)c3cccc4ccccc34)CC2)cc1
    1.2 | 0.99 | -1 | 1 | -1 | -16 | 0 | 24 | -6
> CCNC(=O)CSc1nc2ccccc2c(=O)n1-c1cc(OC)ccc1OC
    1.1 | 1 | 4 | -3 | 2 | -6 | 0 | 3 | -3
> CCN(C(=O)CSc1ncn[nH]1)C1CCCCC1
    0.93 | 0.93 | 1 | -3 | 1 | 7 | 7 | 0 | 0
> COc1cc(C(=O)Nc2ccc3nc4n(c(=O)c3c2)CCCCC4)cc(OC)c1OC
    1 | 0.93 | -6 | 6 | 1 | -2 | 7 | 9 | -8
> COC(=O)[C@@]1(Cc2ccc(F)cc2)[C@H]2c3cc(C(=O)N4CCCC4)n(CCO)c3C[C@H]2CN1C(=O)c1ccccc1
    0.92 | 1.1 | -5 | -2 | nt | 8 | -9 | 21 | -15
> O=C(CCCc1nc(-c2ccccc2Cl)no1)NC1CCCCC1
    0.98 | 1.1 | -3 | -2 | 4 | 2 | -7 | 26 | -4
> O=C(Cn1nnc(-c2cccc(C(F)(F)F)c2)n1)N1CCOCC1
    0.94 | 1 | 0 | 1 | 2 | 6 | -2 | 6 | -2
> COc1ccc(CNC(=O)CN(C(=O)c2csnn2)c2ccc3c(c2)OCCO3)cc1
    1 | 0.98 | 0 | -1 | 2 | 0 | 2 | 17 | -10
> CCCS(=O)(=O)N1CCN(C(=O)c2cccs2)CC1
    1.2 | 1 | -1 | 2 | 1 | -18 | -4 | -11 | -4
> O=C(c1ccc(F)cc1)N1CCN(C2CCCCC2)CC1
    0.88 | 0.95 | -5 | -1 | -1 | 12 | 4 | 18 | -3
> CCn1cnc2c(Nc3cc(F)cc(F)c3)nc(C#N)nc21
    1.1 | 1.2 | 1 | -3 | -7 | -10 | -17 | 22 | 3
> C(=C\c1ccccc1)/C=N/N1CCN(Cc2ccccc2)CC1
    0.99 | 1 | -3 | 1 | 1 | 1 | -3 | 5 | -4
> O=C(COc1ccc(/C=N/NC(=O)CSCc2ccc([N+](=O)[O-])cc2)cc1)NCc1ccco1
    0.92 | 0.86 | -1 | -1 | 2 | 8 | 14 | -5 | -6
> COc1ccc(CNCc2ccc([N+](=O)[O-])cc2)cc1OC
    0.89 | 0.88 | 0 | -1 | 1 | 11 | 12 | 14 | -8
> COc1ccc(S(=O)(=O)N2CCN(C)CC2)cc1NC(=O)c1ccccc1F
    0.91 | 0.97 | -3 | -1 | 2 | 9 | 3 | 12 | -16
> O=C(O)c1ccc2c(=O)n3c(nc2c1)/C(=C/c1cccc(O)c1)CC3
    0.94 | 1 | -2 | -3 | 1 | 6 | -2 | 4 | -7
> COc1ccc(S(=O)(=O)N2CCCC2CNC(=O)C(=O)Nc2ccc(C)cc2)cc1 (configuration not stated)
    0.95 | 0.93 | -2 | -2 | -1 | 5 | 7 | 24 | -5
> Cc1ccc(S(=O)(=O)n2nccc2-c2c(-c3ccc(Cl)cc3)noc2C)cc1
    1 | 1 | -4 | -4 | 1 | -4 | -4 | -2 | -7
> O=C(Nc1ccccc1)c1ccccc1CSc1ccccc1
    0.97 | 1 | -2 | -1 | 4 | 2 | 0 | 19 | -8
> O=c1c2ccccc2[nH]c(=S)n1Cc1cccs1
    1 | 0.94 | -2 | -2 | 1 | 0 | 6 | 9 | -5
> CC(=O)c1c(OC(=O)c2ccco2)c2ccccc2n1C
    1.1 | 1.1 | 2 | 1 | -38 | -8 | -6 | 0 | 3
> Cc1cccc(C)c1OCC(=O)NCc1nnc(SCC(=O)NC2CCCCC2)n1C
    1 | 0.97 | 0 | -5 | 1 | -2 | 3 | 9 | -12
> COc1ccc(CCCCCCOCc2ccccc2)cc1
    0.89 | 1 | -5 | 0 | 2 | 11 | -2 | 14 | -11
> CCc1ccc(C(=O)CN(C#N)c2nc(C)cc(C)n2)cc1
    1.2 | 1.1 | -5 | -4 | 1 | -22 | -10 | 9 | -10
> CC1CC(C)CN(C(=O)COC(=O)c2ccc([N+](=O)[O-])o2)C1 (configuration not stated)
    1 | 1.1 | 0 | -3 | 1 | -5 | -10 | 20 | -8
> Cc1ccn2c(NCc3ccc4c(c3)OCO4)c(-c3ccc(O)cc3)nc2c1
    0.87 | 0.89 | 0 | 1 | -16 | 13 | 11 | 11 | -4

2 compounds picked at random from the list so far, as already listed:
Screens in order – hIAP activ | mIAP activ | A3A deaminase | MIN6 prolif | SENP1 inh | hIAP block | mIAP block | NLRP3 yeast inh | APOBEC3G inh
> COC(=O)[C@@]1(Cc2ccc(F)cc2)[C@H]2c3cc(C(=O)N4CCCC4)n(CCO)c3C[C@H]2CN1C(=O)c1ccccc1
    0.92 | 1.1 | -5 | -2 | nt | 8 | -9 | 21 | -15
> Cc1cccc(C)c1OCC(=O)NCc1nnc(SCC(=O)NC2CCCCC2)n1C
    1 | 0.97 | 0 | -5 | 1 | -2 | 3 | 9 | -12

A run of entries taken from the entries so far:
Screens in order – hIAP activ | mIAP activ | A3A deaminase | MIN6 prolif | SENP1 inh | hIAP block | mIAP block | NLRP3 yeast inh | APOBEC3G inh
> CC(=O)c1c(OC(=O)c2ccco2)c2ccccc2n1C
    1.1 | 1.1 | 2 | 1 | -38 | -8 | -6 | 0 | 3
> Cc1cccc(C)c1OCC(=O)NCc1nnc(SCC(=O)NC2CCCCC2)n1C
    1 | 0.97 | 0 | -5 | 1 | -2 | 3 | 9 | -12
> COc1ccc(CCCCCCOCc2ccccc2)cc1
    0.89 | 1 | -5 | 0 | 2 | 11 | -2 | 14 | -11

These rows are one share of the data (hit frequency here may not be typical).
